Bioassay records: PubChem, Fisher Drug Discovery Resource Center
mcGAS RapidFire – inhibitors of Mus musculus cyclic GMP-AMP synthase, initial high-throughput assay, cell-free, RapidFire MS | Q8C6L5 | recombinant mouse cGAS, cGAMP by RapidFire MS | inhibition, % at 12.5 µM | 130,000 tested, 0.18% active;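 active means inhibition of cGAS enzyme activity at or above 60%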;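 further: enzyme stimulated by 45 bp dsDNA with ATP and GTP substrates; cGAMP share of summed cGAMP plus half ATP and half GTP signals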
Target sequence (Q8C6L5 whole entry, looked up): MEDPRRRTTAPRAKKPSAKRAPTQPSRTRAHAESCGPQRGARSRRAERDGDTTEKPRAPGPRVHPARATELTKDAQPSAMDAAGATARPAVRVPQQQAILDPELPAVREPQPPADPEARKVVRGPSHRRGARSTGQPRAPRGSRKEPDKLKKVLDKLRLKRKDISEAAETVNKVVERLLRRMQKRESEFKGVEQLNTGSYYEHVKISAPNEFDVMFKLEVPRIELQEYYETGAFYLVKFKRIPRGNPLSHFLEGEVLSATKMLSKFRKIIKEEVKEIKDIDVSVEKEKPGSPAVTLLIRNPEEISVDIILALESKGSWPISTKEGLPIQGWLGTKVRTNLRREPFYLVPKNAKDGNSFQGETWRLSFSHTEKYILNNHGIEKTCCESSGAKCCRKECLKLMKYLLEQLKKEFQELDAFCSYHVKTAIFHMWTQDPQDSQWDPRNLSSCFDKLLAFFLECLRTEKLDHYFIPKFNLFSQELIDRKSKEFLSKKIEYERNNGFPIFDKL
* = called active by the depositor; & = joins results of further samples. The list is partial (hit frequency here may not be typical).

SMILES	mcGAS RapidFire
N=C1OC(c2ccc(Br)cc2)C(=O)C1O (stereo unspecified)	-12.3
CC(C)(C)c1nc(C(C)(C)NC(=O)/C=C/c2ccc(C#N)cc2)no1	-2.0
CC(C)COc1ccc(CC(=O)OC2CCSC2)cc1 (stereo unspecified)	5.4
C=CCSc1nnc(NC(=O)CCNC(=O)c2ccco2)s1	-3.9
O=C(CSc1nc2c(cnn2CCO)c(=O)[nH]1)Nc1ccc2c(c1)OCCO2	-29.6
Cc1cc(C(O)c2ncc(-c3ccccc3F)[nH]2)ccc1F (stereo unspecified)	-0.3
Cc1cc(C(=O)N2CCN(C(=O)c3ccccc3)CC2)cc(=O)[nH]1	-17.5
CCCn1ncc(C(=O)NCCc2nc(C)c3c(n2)CCCC3)c1C	3.1
CC1CCN(S(=O)(=O)N2CCC(C(=O)NC3CC3)CC2)CC1	-2.1
CC(O)CN1CCC(CN(C)c2nccc(C(F)(F)F)n2)CC1 (stereo unspecified)	-5.2

The last 2 compounds of the section before are carried over, then new ones follow:
SMILES	mcGAS RapidFire
CC1CCN(S(=O)(=O)N2CCC(C(=O)NC3CC3)CC2)CC1	-2.1
CC(O)CN1CCC(CN(C)c2nccc(C(F)(F)F)n2)CC1 (stereo unspecified)	-5.2
CS(=O)(=O)c1ccc(CN2CCN3C(C(=O)NCCC(F)(F)F)=COC3=NC2=O)cc1	46.0
CNC(=O)CC(C)N(C)Cc1cc(F)c(F)c(F)c1 (stereo unspecified)	-22.8
CN(C)c1nc2c(c(N(C)C)n1)CCN(C(=O)CCc1cc(=O)[nH]o1)C2	6.6
CCCN(CC1COc2ccccc2O1)S(=O)(=O)c1ccc(C#N)cc1 (stereo unspecified)	-5.0
Cc1ccc(C(=O)N2CCCC(CNC(=O)c3ccc(F)cc3)C2)cc1C (stereo unspecified)	-7.8
Nc1n[nH]c(C(F)(F)F)c1-c1ccc(Cl)cc1	-14.2
Brc1ccc(-c2nnc(CSc3nnc4n3CCCCC4)o2)cc1	-1.9
COc1ccc(NC(=O)c2cn3c(=O)ccnc3s2)cc1	2.3
Cc1cc(-c2c(-c3ccccc3)ncn2CC(c2ccc(C)o2)N(C)C)n[nH]1 (stereo unspecified)	-11.4
Cc1cc(C(=O)NCc2ccc(-n3cncn3)cc2)n[nH]1	-14.4
O=C(Nc1cccc(=O)[nH]1)Nc1ccccc1F	-4.2
Cc1oc(-c2cccc(F)c2F)nc1CN1CCCCC1CO (stereo unspecified)	-17.0
CCOC(=O)C1(C)CCCN1C(=O)c1cncc(Br)c1 (stereo unspecified)	-2.6
Cc1ccc(C(c2c(C)[nH][nH]c2=O)c2c(C)[nH][nH]c2=O)o1	8.4
Cc1noc(C)c1COC(=O)c1ccc(OC2CCCC2)cc1	-5.4
O=S1(=O)CCC(NC2CC2)C1 (stereo unspecified)	-3.1
CCN(Cc1ccccc1)S(=O)(=O)c1ccc(F)c(C(=O)Nc2cc(Cl)ccc2OC)c1	-3.8
O=C(NC1CCCCC1)C1CC(=O)N(C2CCCCCCC2)C1 (stereo unspecified)	-6.9
CCC(Oc1ccc([N+](=O)[O-])c(C)c1)C(=O)Nc1cc(C)on1 (stereo unspecified)	-2.2
CC(=O)c1cc(C(=O)N2CCc3c([nH]c4ccccc34)C2c2ccccc2F)cs1 (stereo unspecified)	-4.8
COC(=O)c1sccc1NS(=O)(=O)c1c(Cl)cccc1Cl	-5.0
CCc1sc(-c2nnc(CSc3nnc(C4CC4)n3C)o2)cc1C	-3.8
O=C(Cc1n[nH]c(=O)c2ccccc12)OCc1cc(=O)n2cc(Br)ccc2n1	3.2
COCc1cc(=O)n(Cc2ccccc2OCC(F)(F)F)cn1	-4.9
Cc1ccc(C)c(C(=O)NCC(c2cccn2C)N2CCCCCC2)c1 (stereo unspecified)	-4.8
CC(C)c1ccc(CCNC(=O)CN2CCCN(C)CC2)cc1	0.3
CCCC(=O)C1=C(c2ccc(C(C)C)cc2)N(C(=O)CCC)n2c(C)nnc2S1	-3.1
Cc1nc(N)sc1C	-9.4
Nc1nc(Cl)cc(Oc2ccc(C3SCCS3)cc2)n1	5.6
CC(C)CN1CCN(C(=O)NCc2ccc(Cl)cc2)C(C)C1=O (stereo unspecified)	-5.0

The last six compounds of the part above open the next one.
SMILES	mcGAS RapidFire
Cc1ccc(C)c(C(=O)NCC(c2cccn2C)N2CCCCCC2)c1 (stereo unspecified)	-4.8
CC(C)c1ccc(CCNC(=O)CN2CCCN(C)CC2)cc1	0.3
CCCC(=O)C1=C(c2ccc(C(C)C)cc2)N(C(=O)CCC)n2c(C)nnc2S1	-3.1
Cc1nc(N)sc1C	-9.4
Nc1nc(Cl)cc(Oc2ccc(C3SCCS3)cc2)n1	5.6
CC(C)CN1CCN(C(=O)NCc2ccc(Cl)cc2)C(C)C1=O (stereo unspecified)	-5.0
c1ccc(-c2nnc(SCc3nc4ccccc4o3)o2)cc1	-4.7
CCCC1=NN(C(C)=O)C(C(=O)NCCc2ccc(O)cc2)O1 (stereo unspecified)	-7.9
O=C(C=Cc1cccs1)N1CCN(Cc2ccc(Br)s2)CC1	-4.6
O=C(NCCCn1nc(-c2ccc(Cl)cc2)ccc1=O)C1CC1	4.6
CS(=O)(=O)c1ccc(NC(=O)CNc2ccccc2C(F)(F)F)cc1	1.2
C=C(C)Cn1c(N2CCN(Cc3cccc(C)c3)CC2)nc2c1c(=O)[nH]c(=O)n2C	-6.1
CCc1cn[nH]c1C1CCN(C(=O)c2cccc3c2NCCC3)CC1	-21.4
COc1ccc(-c2nc(CN3CCSCC3)c(C)o2)c(OC)c1C	-7.5&-5.7
CO[C@H]1CN(C(=O)c2cccc(C(=O)O)c2)CC[C@H]1N	-5.7
Cn1c(=O)[nH]c(=O)c2c1nc(CN1CCOCC1)n2Cc1c(Cl)cccc1Cl	2.4
CCCCN(C)C(=O)c1nc2ccccn2c1CN1CC(O)C1	-2.9
CCCCS(=O)(=O)NCc1nc(C(C)(C)C)cs1	-2.9
COc1cc(C(=O)NCc2cccnc2N(C)C)ccc1C	-2.8
Cc1ccc(NC(=O)CC(=O)NCc2ccc(CN3CCCC3)cc2)cc1	-16.7
O=C(NCCc1cn(Cc2ccc(Cl)cc2)c2ccccc12)c1ccccc1C(F)(F)F	1.5
O=C(NCCNc1ccc(Nc2ccncc2)nn1)Nc1ccc(Cl)cc1	-3.5
CCn1c(SCC(=O)Nc2cc(C(F)(F)F)ccc2N2CCCCC2)nnc1-c1ccco1	-3.2
CC(C)OC(=O)C1C(=O)CC(C)(O)C(C(=O)OC(C)C)C1c1ccc2c(c1)OCO2 (stereo unspecified)	17.4
Cc1cccc2c1N(C(=O)C1CC(=O)N(C3CCCC3)C1)CCC2 (stereo unspecified)	-12.1
O=C(NCc1cccnc1-n1cnc2ccccc21)c1cccc2c1OCC2	-18.9
Cc1cccn2c(CC(=O)NC3CCC(n4cnnc4)CC3)cnc12 (stereo unspecified)	-4.8
COC(=O)Cn1cnc2ccsc2c1=O	-3.8
COc1cc(Cn2c(C)cc(O)cc2=O)cc(OC)c1OC	-2.6
CCOC(=O)C1(Cc2ccccc2Cl)CCN(C(=O)c2cccs2)CC1	-5.6
N#Cc1ccc(CS(=O)(=O)NCC2(c3ccccc3)CC2)cc1	-27.2
COc1ccc(O)c(C=Nc2ccc3c(c2)OCO3)c1	-16.6
CCn1nnc2c(=O)n(Cc3ccccc3F)cnc21	-6.1
Cc1ccsc1C(=O)NCc1cccnc1N(C)CCc1ccccn1	-8.3
COc1ccc(Cn2cc(-c3cc(N)nc4[nH]ccc34)cn2)cc1	-18.4
CC(=O)c1cccc(CN(C)CC2CCN(Cc3ccc(C)o3)CC2)c1	5.2
Cc1cccc(-n2c(CNC(=O)c3ccc(-c4ccccc4)cc3)nnc2SCC(=O)N2CCc3ccccc32)c1	-1.5
COc1ccccc1CN(CCn1c(C)csc1=O)CC1CCCO1 (stereo unspecified)	-1.9
O=C(c1sccc1-c1ccccc1)N1CCN(S(=O)(=O)c2ccccc2Cl)CC1	5.1
Cc1ccc(OCCNC(=O)c2cc(=O)[nH]c3ccccc23)cc1	4.2
NC(=O)c1cc2cc([N+](=O)[O-])ccc2oc1=NCc1ccccc1	-5.2
CCN(Cc1ccncc1)C(=O)Cn1nnnc1CN1CCCCCC1	1.6
O=C(c1cccc(Cn2cccn2)c1)N1CCCC(CO)(CCc2ccccc2)C1 (stereo unspecified)	-6.7
COc1ccc(C2CC(c3c(-c4ccccc4)c4cc([N+](=O)[O-])ccc4[nH]c3=O)=NN2)cc1OC (stereo unspecified)	3.0
Clc1cnc(NN=Cc2cccs2)c(Cl)c1	0.0
Cc1ccc(S(=O)(=O)NCc2ccc(N3CCCC3)nc2)cc1C	-13.3
Cc1cc(C)cc(N2CCN(Cc3ccccc3OCCO)CC2=O)c1	-12.9
CN(Cc1ccccc1)C1CCCN(C(=O)Cn2nc3ccccc3n2)C1 (stereo unspecified)	-3.8
O=C1Oc2ccccc2C2c3sc(=O)[nH]c3SCC12 (stereo unspecified)	90.9*
O=C(Cn1nnnc1CN1CCCCCC1)NCCC1COc2ccccc2O1 (stereo unspecified)	-1.7&0.6
Cc1cccnc1N1CCN(C(=O)[C@H]2Cc3ccccc3CN2)CC1	-18.5
Cc1ccc(C)c(OCCCn2c(=O)cc(C)c3cnn(C(C)C)c32)c1	-2.1
Brc1cc2c(cc1CSc1nnnn1C1CC1)OCCO2	-5.5
Cc1nn(C)c(C)c1CC(=O)NC(C)CCc1ccc(Br)cc1 (stereo unspecified)	-7.3
CC(=O)N1CCC(C(=O)NC(C)c2ccccc2C)CC1 (stereo unspecified)	-12.1
Cc1ccc(C)c(C(NC2CCCC2)c2cccnc2)c1 (stereo unspecified)	4.1

Retrieved by compound from the entries so far (3):
SMILES	mcGAS RapidFire
O=C(Cn1nnnc1CN1CCCCCC1)NCCC1COc2ccccc2O1 (stereo unspecified)	-1.7&0.6
Cc1ccc(C)c(OCCCn2c(=O)cc(C)c3cnn(C(C)C)c32)c1	-2.1
CN(Cc1ccccc1)C1CCCN(C(=O)Cn2nc3ccccc3n2)C1 (stereo unspecified)	-3.8

(continued)
SMILES	mcGAS RapidFire
COc1ccccc1NC(=O)Cn1c(-c2ccoc2)nc(C)c1C	-5.1
c1ccc2oc(NC3=NCN(C4CCCCC4)CN3)nc2c1	0.8
CCN(C(=O)C(C)Sc1n[nH]c(C(C)C)n1)c1ccccc1 (stereo unspecified)	-5.2
CCC1CN(C(=O)c2cnn(-c3cccc(C(F)(F)F)c3)c2C)CCO1 (stereo unspecified)	-4.4
N#CC1C(=N)Oc2n[nH]c(-c3ccc(Cl)cc3)c2C1c1ccc2c(c1)OCO2 (stereo unspecified)	-8.2
CN(C)CCN(Cc1ccccc1)C(=O)CN1C(=O)C(Oc2ccccc2)C1c1ccccc1 (stereo unspecified)	-12.7
Cc1cc(C(C)Nc2cncc(Cl)n2)c(C)o1 (stereo unspecified)	-5.4
Cc1cc(C)n(C)c(=O)c1C(=O)NCc1cn2c(n1)SCC2	-30.5
CCN(CC)C(=O)/C(C#N)=C/c1cc(O)c(O)c([N+](=O)[O-])c1	48.4
COc1ccc(C(=O)N2CCN(C(C(=O)N3CCOCC3)C3CCCC3)CC2)cc1OC (stereo unspecified)	-4.8

In the list so far, these contain a tert-butyl group.
SMILES	mcGAS RapidFire
CC(C)(C)c1nc(C(C)(C)NC(=O)/C=C/c2ccc(C#N)cc2)no1	-2.0
CCCCS(=O)(=O)NCc1nc(C(C)(C)C)cs1	-2.9

The list goes on:
SMILES	mcGAS RapidFire
O=C(C1CNCCN1C(=O)c1cc2c(s1)CCCC2)N1CCOCC1 (stereo unspecified)	-19.5
CC(C)CN(C(=O)CSc1nncs1)c1c(N)n(CC(C)C)c(=O)[nH]c1=O	-0.8
Cc1cc(NC(=O)Cn2nc(C)c(S(=O)(=O)N3CCOCC3)c2C)no1	0.7
COc1ccc(CCNc2cc(-n3ccnc3)ncn2)cc1	-3.2
N#Cc1ccc(OCCSC2=NCCS2)cc1	5.8
CCN(CC)S(=O)(=O)N(Cc1cccc(C)c1)Cc1ccccn1	-9.7
Fc1ccc(-n2cc(CNCCN3CCOCC3)c(-c3ccccc3Cl)n2)cc1	-12.4
COc1cc(-c2nnc(-c3cccnc3)o2)cc(OC)c1OC	-6.6
Nc1nc(N)nc(SC/C=C/c2ccccc2)n1	-3.1
Cc1cc(C(=O)NC2CCS(=O)C2)c(C)n1C1CCCCC1 (stereo unspecified)	-10.1&16.1
COC(=O)c1c(NC(=O)c2sc(NC3CCCCC3)c(C(N)=O)c2N)sc2c1CCCC2	-12.5
O=C(CN1CCN(S(=O)(=O)c2ccc3c(c2)CCC3)CC1)Nc1ccccc1	-0.9
CNC(=O)C1CCN(C(=O)c2c(C)nn(CC(C)C)c2Cl)CC1	-3.4
CCCSc1cc(N2CCOCC2)nc(-c2ccccc2Cl)n1	-4.6
COC1CCN(c2ccc(-c3nc(Cc4ccccc4)no3)cn2)CC1	-8.0
N#CC(C#N)=NNc1ccc(SC(F)F)cc1	-23.7
CCCCC1CCC(c2cc(NC(=O)CS(=O)(=O)C(C)C)n[nH]2)CC1 (stereo unspecified)	-4.3
Cn1cc(Cl)c(C(=O)Nc2cccc(NC(=O)Cc3ccccc3)c2)n1	-6.4
C/C(=C/C(=O)N(C)Cc1cccc(C(N)=O)c1)CCc1ccccc1	-0.8
CCS(=O)(=O)N1CCC(Nc2nc3ccccc3o2)CC1	-9.4
CN(C)c1ccc(C(=O)N2CCC(O)(c3ccc(Br)cc3)CC2)c2ccccc12	-2.2
N[C@H]1CN[C@H](C(=O)N2CCN(C3CCCCC3)C(=O)C2)C1	-2.4
Cc1nn(Cc2sc3ccccc3c2Cl)c(=O)c(C#N)c1C	-9.9
O=C1[C@@H]2OC[C@@H](O2)[C@H]2[C@@H]1[C@@H]1c3ccccc3C=CN1[C@H]2C(=O)c1ccccc1	-9.4
CCn1c(C)cc(O)c(C(c2ccc(OC)cc2)N2CCN(CCO)CC2)c1=O (stereo unspecified)	-7.4
CCc1cc(-c2ccn[nH]2)ccc1NC(C)=O	-1.3
c1ccc(C(CNC2CSCCSC2)N2CCOCC2)nc1 (stereo unspecified)	-15.8
COc1cccc(-c2nccn2CCc2cnc[nH]2)c1OC	-41.1
CC(C)(C)C1CCC(C(=O)NCC(=O)OCc2ccccc2)CC1 (stereo unspecified)	-48.5
